Compound activity as filed in PubChem BioAssay.
CAL PDZ FP-1 – untagged CAL PDZ binding inhibitors, primary screen, biochemical, fluorescence polarization, HTS | inhibition, % at 24.9 µM | AID 602252, 2012 | 0.92% of 300,000 active | Golgi-associated PDZ and coiled-coil motif-containing protein (Homo sapiens), Q9HD26 | purified CAL PDZ, TMR-peptide fluorescence polarization, 1 h;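 active = mean inhibition of at least 30% with at least half of replicates also reaching 30%; inconclusive = no clear call, values can overlap the other calls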;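 also: 0% = DMSO neutral control and 100% = excess unlabeled competitor peptide PRC23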
Rtt109 Vps75 – inhibitors of C. albicans Rtt109/Vps75 HAT, primary screen, biochemical, ThioGlo CoA-SH fluorescence, plate reader. purified Rtt109/Vps75, 4 h. inhibition, % at 34.9 µM. 0.16% of 330,000 active;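 active = inhibition of at least 50% in every replicate; inconclusive = best replicate reaches 50% inhibition but some replicates fall short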
Target sequence (Q5AAJ8 whole entry, looked up): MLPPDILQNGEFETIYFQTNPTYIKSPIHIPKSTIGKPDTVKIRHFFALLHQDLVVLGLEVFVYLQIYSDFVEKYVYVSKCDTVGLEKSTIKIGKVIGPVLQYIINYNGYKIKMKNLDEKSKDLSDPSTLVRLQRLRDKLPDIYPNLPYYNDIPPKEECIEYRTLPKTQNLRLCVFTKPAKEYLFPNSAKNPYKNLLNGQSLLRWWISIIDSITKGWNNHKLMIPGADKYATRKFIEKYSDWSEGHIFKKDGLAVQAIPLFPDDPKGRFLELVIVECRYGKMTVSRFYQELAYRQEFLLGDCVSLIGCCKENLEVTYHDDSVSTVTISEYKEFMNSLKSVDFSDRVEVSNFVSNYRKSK
Cardiac RTF inh – cardiac RTF calcium sensitivity inhibitors, primary screen, biochemical, IANBD-TnC fluorescence, EC70 calcium; 0.12% of 340,000 active; inhibition, % at 7.15 µM; IANBD-labeled cardiac RTF, Ca2+ fluorescence; Troponin I, cardiac muscle (Homo sapiens) + Troponin T, cardiac muscle (Homo sapiens) + …;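 active = inhibition above the mean inhibition of all tested compounds plus 3 SD, cut at about 17% in these data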;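 also: assay run at fixed EC70 calcium of 1.6 mM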
cardiac RTF act – cardiac RTF calcium sensitivity activators, primary screen, biochemical, IANBD-TnC fluorescence, EC20 calcium | Troponin I, cardiac muscle (Homo sapiens) + Troponin T, cardiac muscle (Homo sapiens) + … | IANBD-labeled TnC RTF fluorescence at EC20 calcium; 0% EC20 calcium, 100% full calcium | activation, % at 7.2 µM | 0.24% of 340,000 active | AID 493008, 2010;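 active = activation above the mean over all tested compounds plus 3 SD, cut at about 30% in these data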;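 also: rise in fluorescence read as greater calcium sensitivity of cardiac thin filaments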
DAGLB inhibitor – DAGLB lipase inhibitors, primary screen, biochemical, fluorescence, HTS. Diacylglycerol lipase-beta (Homo sapiens), Q8NCG7. HEK293T DAGLB membrane lysate, EnzChek fluorogenic substrate. inhibition, % at 5.17 µM. 0.059% of 340,000 active. AID 504411, 2011; in the data active = inhibition above about 34%;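 also: 0% = enzyme with vehicle and 100% = wells lacking enzyme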
Target sequence (Q8NCG7 whole entry, looked up): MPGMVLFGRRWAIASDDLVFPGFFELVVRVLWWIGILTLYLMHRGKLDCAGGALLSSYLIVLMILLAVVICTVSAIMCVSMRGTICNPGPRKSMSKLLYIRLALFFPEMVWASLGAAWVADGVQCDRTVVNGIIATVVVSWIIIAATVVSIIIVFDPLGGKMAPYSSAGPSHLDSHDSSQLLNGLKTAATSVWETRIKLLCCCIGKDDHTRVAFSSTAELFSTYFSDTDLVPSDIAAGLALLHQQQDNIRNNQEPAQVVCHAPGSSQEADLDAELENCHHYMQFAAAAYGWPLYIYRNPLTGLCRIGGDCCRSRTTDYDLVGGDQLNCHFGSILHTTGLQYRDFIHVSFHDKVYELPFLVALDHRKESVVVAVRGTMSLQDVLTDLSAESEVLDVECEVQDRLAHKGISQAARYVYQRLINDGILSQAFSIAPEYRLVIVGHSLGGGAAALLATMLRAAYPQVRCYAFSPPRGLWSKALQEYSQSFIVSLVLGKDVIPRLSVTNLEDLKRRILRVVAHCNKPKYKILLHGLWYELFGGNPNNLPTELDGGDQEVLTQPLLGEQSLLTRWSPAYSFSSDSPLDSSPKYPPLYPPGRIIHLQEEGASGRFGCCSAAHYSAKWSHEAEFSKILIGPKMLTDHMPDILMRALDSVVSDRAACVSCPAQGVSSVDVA
PKA-R2B act – activators of PKA-R2B holoenzyme, primary screen, biochemical, fluorescence polarization, Cy5-IP20, human; AID 504700, 2011; activation, % at 11.4 µM; 0.079% of 340,000 active; PKA-R2B holoenzyme dissociation; R2B truncated from residue 108, S112A mutant; 0% DMSO only, 100% 113 µM cGMP;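 active = activation above a cutoff set at the mean over all compounds plus 3 SD, cut at about 18% in these data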;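 also: higher means more holoenzyme dissociation and a rise in polarization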
Keap1 Nrf2 FP – Keap1-Nrf2 protein-protein interaction inhibitors, primary screen, biochemical, fluorescence polarization, single point | Keap1 Kelch-Nrf2 peptide fluorescence polarization, 1536-well | inhibition, % at 9.4 µM | 0.15% of 340,000 active | AID 504523, 2011; in the data active = inhibition above about 12%; inconclusive = no clear call, values can overlap the other calls; inactive = below about 7.3%;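 also: human Keap1 Kelch domain with fluorescein labeled Nrf2 9mer peptide probe; 0% = neutral control wells and 100% = peptide positive control; higher means more block of Keap1 binding to Nrf2 peptide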
SR-BI DiI-HDL act – activators of SR-BI mediated DiI-HDL uptake, primary screen, ldlA[mSR-BI] CHO cells, DiI fluorescence; 3 h; 100 = double the neutral-control signal; activation, % at 12.5 µM; 0.096% of 320,000 active;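 active = mean replicate activation of at least 60% and every replicate at or above 60%; inconclusive = mean or all-replicate condition met, but not both; inactive = mean below 60% and not all replicates reaching 60%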;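 also: 0% = median plate neutral-control signal and 100% = twice that signal; values of inactives mirror those of a sister screen read the other way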
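material = CHO ldlA[mSR-BI] cells | medium = Ham's F12 with 0.5% BSA, HEPES 25 mM, pH 7.4 | reagent = fluorescent DiI-HDL, 10 µg/mL final | compound dosing = single-point compound dose | incubation = 3 h, 37 °C | measured by = bottom-read fluorescence, 550/595 nm | measure = HDL uptake via cellular fluorescence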
CAL PDZ FP-2 – CAL PDZ peptide-binding inhibitors, primary screen, biochemical, fluorescence polarization, Cer-tagged CAL PDZ, HTS; inhibition, % at 20 µM; AID 504414, 2011; purified CAL PDZ, TMR-peptide fluorescence polarization, 1 h; 0.02% of 330,000 active;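 active = highest replicate inhibition of at least 40%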;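 also: plate controls were DMSO neutral control wells for no effect and unlabeled competitor peptide control wells for full effect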
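System: tagged CAL PDZ domain. Schedule: 1 h room-temperature incubation prior to read. Signal: fluorescence polarization (mP). Measure: percent inhibition from loss of millipolarization.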
LANA DNA inh – inhibitors of KSHV C-LANA binding to DNA, primary screen, biochemical, fluorescence polarization, FAM-LBS DNA, MBP-C-LANA, single point; Kaposi's sarcoma herpesvirus LANA C-terminal domain (residues 932-1162) DNA binding; inhibition, % at 9 µM; 0.078% of 340,000 active; AID 504423, 2011;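 active = highest replicate inhibition at or above 60% at 9 µM, even if other replicates fall short; inactive = all replicates below 60% inhibition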;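 also: 0% = neutral control wells and 100% = 4 µM acridine orange control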
The depositor's hits bear a star; ? = inconclusive; . = no result given.

SMILES	CAL PDZ FP-1	Rtt109 Vps75	Cardiac RTF inh	cardiac RTF act	DAGLB inhibitor	PKA-R2B act	Keap1 Nrf2 FP	SR-BI DiI-HDL act	CAL PDZ FP-2	LANA DNA inh
Cc1ccc(S(=O)(=O)N2CCN(C(=O)Cn3c(=O)cnc4ccccc43)CC2)cc1	-1	-4	2	5	-1	-6	-2	2	-2.4	1.4
CC/C(=N\NC(=O)Nc1nonc1N)c1ccc(OC)c(OC)c1	.	3	1	11	3	6	-2	-2	-0.9	-1.3
Cc1ccc(-c2c(NC(=O)C(C)C)n(C)c3ccccc3c2=O)cc1	-4	-5	-5	-2	0	-1	2	-8	-0.3	4.0
Cc1ccc(CC(=O)Nc2ccc(OC(F)F)c(Cl)c2)cc1C	-4	4	-2	5	-6	-11	3	5	-1.7	-1.0
COc1cccc(C2=NOC(C(=O)NCC3CCCO3)C2)c1 (centres undefined)	.	3	-4	3	-3	0	-2	-10	-1.3	-0.7
O=C(NCc1ccccc1)c1ccc(N2CCC3(CC2)CC(c2ccccc2)=NO3)c([N+](=O)[O-])c1	-1	-5	-6	19	5	0	4	-34	-1.4	0.7
O=S1(=O)N=C(SCCO)c2ccccc21	.	4	1	-6	-2	-16	1	19	-0.2	-0.2
CCCCOc1ccc(/C=C/C(=O)Nc2ccc(C(N)=O)cc2)cc1	-2	13	6	4	-3	-13	-4	-20	-2.0	-0.8
CC(Oc1ccc(Br)cc1Cl)C(=O)Nc1ccncc1 (centres undefined)	17	1	3	-3	0	-8	6	-2	0.8	0.0
Cc1nn(-c2ccc(N3CCCCC3)nn2)c(C)c1CCC(=O)Nc1cc(F)ccc1F	4	4	2	-6	-1	-11	-4	-72	-0.1	2.0
COc1ccc(-c2nn(-c3ccccc3)cc2C(=O)Nc2cccc(S(=O)(=O)NC3=NCCC3)c2)cc1	-5	-8	-12	-3	-1	-2	-1	-20	-3.3	-2.5
CCOC(=O)c1ccc(NC(=S)NCc2ccc(F)cc2)cc1	-5	-10	2	-2	-2	-9	-2	-2	-0.9	-1.5
CN(C(=O)COC(=O)CCC1CCCCC1)c1c(N)n(Cc2ccccc2)c(=O)[nH]c1=O	1	-2	4	4	-2	-2	-8	16	-0.9	1.3
O=C(NCCNC1CCC(c2ccccc2)CC1)c1ccc(F)cc1 (centres undefined)	.	5	-13	9	0	-9	-1	8	-2.6	-0.7
Cc1ccc(-n2c(C)cc(/C=N/NC(=O)CC3(C)OCCO3)c2C)cc1	-4	13	-1	9	2	0	-3	-20	.	0.2
Clc1ccc(-c2nnc3n2CCCC3)cc1	-4	8	-3	7	-1	-5	-5	-6	-0.2	0.6
O=C(O)/C=C/C(=O)NCCC(c1ccccc1)c1ccccc1	-6	3	10	1	1	-3	-5	8	0.0	0.2
COc1ccc(S(=O)(=O)NCC(c2ccc(F)cc2)N2CCOCC2)cc1Br (centres undefined)	-4	6	-1	-6	2	-3	-2	21	-2.6	1.9
Cc1ccc(S(=O)(=O)CCC(=O)NCCc2ccccc2)cc1	-1	-2	-11	0	1	1	-4	.	0.8	1.0
CC(C)CN1CCN(Cc2ccc(Oc3ncccn3)cc2)CC1CCO (centres undefined)	-4	-7	0	4	-3	5	-1	.	-2.2	-0.7
COc1ccc2[nH]c3c(c2c1)CCN1C(=O)C(CC(=O)NC(C)(C)C)C[C@H](C(=O)N(C(C)C)C(C)C)[C@@]31C (some centres undefined)	-24	4	-3	-7	1	-1	0	25	0.9	-1.3
Cc1ccc(-c2cc(C(=O)Nc3ccccc3C)c3ccccc3n2)o1	-1	-11	-10	8	6	-5	-4	-54	-1.5	-1.7
CC(C)N=C(NC#N)SCC(=O)NC(C)(C)C	-1	-3	-10	1	-3	-2	-9	3	-0.5	-1.3
Cn1c(Cl)nc2ccccc21	-2	12	1	0	-4	2	-4	10	-0.8	-0.1
CC(C)c1ccccc1OCC(=O)N(C)CC(=O)Nc1ccc(F)cc1	-4	0	-8	1	-1	-7	-3	-24	-2.4	0.5
Additional compounds.
SMILES	CAL PDZ FP-1	Rtt109 Vps75	Cardiac RTF inh	cardiac RTF act	DAGLB inhibitor	PKA-R2B act	Keap1 Nrf2 FP	SR-BI DiI-HDL act	CAL PDZ FP-2	LANA DNA inh
O=C(Nc1cc(-c2nc3ncccc3o2)ccc1Cl)c1ccco1	.	-5	0	-2	1	1	4	0	-1.6	0.9
COc1ccc(C(=O)COC(=O)c2ccccc2C(=O)N(C)c2ccccc2)c(OC)c1	-3	13	-3	-2	1	8	-10	-48	-2.6	-0.9
O=C(CCc1nnc(-c2ccc3c(c2)OCO3)o1)NCCc1ccccc1F	-1	2	-5	-3	-4	-2	2	11	-3.2	0.2
COc1ccc(CCNC(=O)c2cc(COc3c(C)cccc3C)on2)c(OC)c1	3	-10	-4	0	1	-4	-4	-27	-1.7	-0.3
COc1cnc(-c2ccccn2)nc1Oc1ccc(Cl)cc1	-5	2	2	1	0	-5	-6	3	-1.1	0.0
CC1(C)N=C(c2ccccc2)C(c2ccccc2)=N1	.	-7	2	-7	2	1	2	26	-0.4	-0.8
O=C(C[C@H]1C[C@H](C(=O)N2CCOCC2)[C@@]2(CCC3CCCC3)c3[nH]c4ccc(Cl)cc4c3CCN2C1=O)NCCc1ccccn1	-1	1	-6	2	-1	-3	-4	.	-2.2	0.5
O=[N+]([O-])c1ccccc1S(=O)(=O)c1ccccc1[N+](=O)[O-]	-2	8	-6	-2	0	-9	-7	.	-1.4	0.8
Nc1cc(=O)[nH]c(SCC(=O)Nc2cccc(S(=O)(=O)N3CCCCC3)c2)n1	.	-3	6	-8	-2	3	-2	14	0.0	-1.1
Cc1c(Cl)cccc1NC(=S)NCc1cccs1	-1	.	-6	-7	-3	5	-1	-7	-3.5	1.3
COc1ccc2[nH]c3c(=O)n4c(nc3c2c1)SCC4	3	-3	-6	-2	2	11	0	-22	0.3	0.3
COc1ccc(CNC(=O)COC(=O)c2ccc(S(=O)(=O)N3CCOCC3)cc2)cc1	.	5	8	-5	0	0	-4	17	0.2	-1.8
CC1(c2ccccc2)NC(=O)N(CC(=O)Nc2cc(S(=O)(=O)N3CCOCC3)ccc2Cl)C1=O (centres undefined)	3	6	-8	-6	-1	-9	1	6	-0.7	-1.7
Cc1ccc(S(=O)(=O)NCC(=O)OCC(=O)c2cccs2)cc1	4	5	-1	-4	-2	2	2	18	-1.5	1.5
CCn1c(=O)c(=O)[nH]c2cc(C(=O)N3CCN(c4ccccc4F)CC3)ccc21	-13	1	-9	5	0	-10	0	-7	-4.0	-0.6
O=C(Nc1n[nH]c(=S)s1)c1ccc2ccccc2c1	-2	24	5	-7	4	7	1	-38	0.8	-0.6
COc1ccc(-c2ccc(CCC(=O)O)n2-c2ccccc2O)cc1	-1	12	-11	-1	3	3	-4	.	-2.6	-1.8
CCN(CC)C(=O)C1CC(=O)N(c2ccc(F)c(Cl)c2)C1 (centres undefined)	-3	-23	-2	6	-2	-2	-3	-14	-1.2	1.0
COCc1cc(=O)n2[nH]c(SC)nc2n1	-1	8	-8	0	2	-2	3	-5	0.7	-1.2
COc1cccc(NC(=S)N2c3ccccc3CC2C)c1 (centres undefined)	2	-7	-10	3	1	8	-4	-28	-2.4	1.4
CCCN1C(=O)c2[nH]nc(-c3cc(Cl)c(C)cc3O)c2C1c1ccc(O)c(OC)c1 (centres undefined)	-2	1	2	8	4	0	-3	.	-3.6	-1.5
COC(=O)[C@]1(Cc2ccccc2)N[C@H](CN(C)C(=O)C2CCCCC2)[C@@H]2C(=O)N(C)C(=O)[C@@H]21	0	12	-10	1	-1	-2	2	21	0.3	0.5
Cc1nc2nc(SCC(=O)NCCCN3CCCCCC3)nn2c(C)c1Cc1ccccc1Cl	-2	-2	3	3	-1	1	-4	-39	-1.8	-3.5
O=C(NC(=O)c1ccccc1)Nc1ccccn1	0	9	-2	4	1	-2	2	-9	-4.5	0.8
c1ccc(C2=NN(c3ccccc3)C(c3ccco3)C2)cc1 (centres undefined)	-2	-48	-10	-5	-5	-3	-6	-27	0.5	0.7
(cont.)
SMILES	CAL PDZ FP-1	Rtt109 Vps75	Cardiac RTF inh	cardiac RTF act	DAGLB inhibitor	PKA-R2B act	Keap1 Nrf2 FP	SR-BI DiI-HDL act	CAL PDZ FP-2	LANA DNA inh
COc1ccc(C2=NOC(C(=O)NC(C)C)C2)cc1 (centres undefined)	-5	0	0	-4	2	-4	0	9	.	-0.8
O=C(/C=C/Nc1ccc(Oc2ccccc2)cc1)c1ccco1	-1	-5	-9	12	-3	-6	-6	1	-3.1	0.1
CCS(=O)(=O)C1=NN2C(=N)/C(=C\c3ccc(SCc4ccco4)o3)C(=O)N=C2S1	17	10	-8	4	12	11	-32	?	-3.4	22
C=CCc1cccc2cc(C(=O)Nc3ccc(CC(=O)O)cc3)c(=O)oc12	-7	7	1	1	0	-3	2	-18	-2.4	2.7
c1ccc2c(c1)ncn2CCOCCOCCn1cnc2ccccc21	-2	-3	-5	6	-2	2	1	6	-0.6	0.0
COCCNC(=O)CN(C(=O)CCC(=O)Nc1ccccn1)c1ccc(OC)cc1	4	1	-9	4	0	0	-3	2	-2.0	-1.3
CCC(Sc1nc2cc(OC)c(OC)cc2c(=O)n1CCc1ccc(OC)c(OC)c1)C(=O)NCCOC (centres undefined)	-2	8	-2	5	-2	-9	1	-6	-2.1	-0.9
CC(C)(C)NC(=O)CN(C(=O)C(=O)Nc1ccc2c(c1)OCCO2)C(C)(C)C	.	5	-2	2	-3	-12	0	10	0.3	1.5
CC(C)c1nc2oc3c(=O)[nH]cnc3c2c2c1CCC2	-5	-4	6	4	-2	-11	-4	-1	-4.9	-2.9
